UBC13 inh: inhibitors of human UBC13 polyubiquitin chain formation. actives 0.47% (n = 330,000). TR-FRET. P61088. inhibition, % at 20 µM; in the data active means inhibition above about 45%, passing the limit was not always enough; inconclusive means no clear call, values can overlap the other calls
Apaf1 inhib: inhibitors of human Apaf-1 apoptosome | actives 0.71% (n = 330,000) | inhibition, % at 20 µM | O14727 | reconstituted apoptosome caspase-3 activity, DEVD-Rh110 fluorescence | AID 489030; active means inhibition of at least 40% at 20 µM;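 further: plate controls were DMSO wells for no effect and DEVD-CHO caspase inhibitor wells for full effect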
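System – cell-free apoptosome with Apaf-1, procaspase-3 and caspase-9 · Buffer or medium – pH 7.5 Hepes buffer with CHAPS, BSA, DTT · Also added – cytochrome c with DEVD-Rh110 · Times – 30 min compound preincubation, 50 min activation, room temperature · Technique – Rh110 fluorescence intensity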
CCR6 antag: CCR6 (human) receptor antagonism; CHO-K1 CCR6 PathHunter beta-arrestin, luminescence, CCL20-stimulated; inhibition, % at 20 µM; actives 0.49% (n = 340,000); AID 493098;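 active means compounds whose inhibition of the agonist-driven luminescence signal at 20 µM reaches about 50%, limit read from the data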;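 further: cells stimulated with CCL20 at 14 nM final; plate controls were DMSO with CCL20 for no effect and DMSO without agonist for full effect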
Target sequence (P51684 whole entry, looked up): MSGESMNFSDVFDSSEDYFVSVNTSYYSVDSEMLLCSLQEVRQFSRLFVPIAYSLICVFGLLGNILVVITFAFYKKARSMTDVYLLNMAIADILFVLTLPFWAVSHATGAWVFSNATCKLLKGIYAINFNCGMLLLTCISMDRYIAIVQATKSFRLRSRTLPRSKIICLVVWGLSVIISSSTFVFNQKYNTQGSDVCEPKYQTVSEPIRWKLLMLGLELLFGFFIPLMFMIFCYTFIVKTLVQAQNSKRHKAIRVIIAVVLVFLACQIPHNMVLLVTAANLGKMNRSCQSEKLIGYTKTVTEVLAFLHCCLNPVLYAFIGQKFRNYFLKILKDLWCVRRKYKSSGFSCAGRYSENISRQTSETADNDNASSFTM
697 NFkB inh: lowers PMA/ionomycin-induced NF-kB signal in 697 B cells; 697 B-cell NF-kB luciferase reporter, 16 h; inhibition, % at 4 µM; actives 0.33% (n = 330,000); in the data active means inhibition above about 35%
Gli-Sufu block: Gli-Sufu pathway antagonism. Sufu-KO-LIGHT fibroblasts, Gli luciferase reporter luminescence. inhibition, % at 5 µM. actives 0.74% (n = 340,000);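 active means inhibition above about 55%, limit read from the data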;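 further: 0% = DMSO-treated cells and 100% = wells with medium but no cells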
SENP8 block: inhibitors of human SENP8 protease; inhibition, % at 10 µM; actives 1.2% (n = 330,000); purified SENP8, Z-RLRGG-aminoluciferin cleavage, luminescence; Q96LD8
Target sequence (Q96LD8 whole entry, looked up): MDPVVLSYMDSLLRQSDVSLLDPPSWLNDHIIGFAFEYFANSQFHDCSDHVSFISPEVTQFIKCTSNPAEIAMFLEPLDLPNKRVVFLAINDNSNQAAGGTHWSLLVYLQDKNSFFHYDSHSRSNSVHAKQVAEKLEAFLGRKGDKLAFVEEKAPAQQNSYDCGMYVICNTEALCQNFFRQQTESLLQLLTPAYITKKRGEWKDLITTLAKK
Jurkat NFkB inh: lowers PMA/ionomycin-induced NF-kB signal in Jurkat cells. PMA/ionomycin-induced NF-kB luciferase reporter, luminescence. actives 0.53% (n = 330,000). inhibition, % at 4 µM
EBI2 antag: blocks human EBI2 receptor beta-arrestin signaling; P32249; EBI2 beta-arrestin recruitment, luminescence, 7a,25-OHC stimulated; inhibition, % at 5 µM; actives 0.81% (n = 360,000); AID 651636; in the data active means inhibition above about 38%;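 further: enzyme fragment complementation signal reports receptor beta-arrestin coupling in cells; 0% = agonist plus DMSO wells and 100% = wells without agonist; some results beyond the cut were filed as inactive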
Target sequence (P32249 whole entry, looked up, the tested form may be a part): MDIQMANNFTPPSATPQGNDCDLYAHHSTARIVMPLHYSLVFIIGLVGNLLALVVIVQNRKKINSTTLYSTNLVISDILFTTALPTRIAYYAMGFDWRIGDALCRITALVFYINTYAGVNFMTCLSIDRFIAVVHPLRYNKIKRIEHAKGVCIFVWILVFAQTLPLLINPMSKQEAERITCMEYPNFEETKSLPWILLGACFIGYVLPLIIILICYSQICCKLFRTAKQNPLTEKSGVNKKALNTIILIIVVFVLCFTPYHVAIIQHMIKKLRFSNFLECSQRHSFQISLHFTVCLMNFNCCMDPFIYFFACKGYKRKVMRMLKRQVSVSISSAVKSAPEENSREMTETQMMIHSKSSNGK
The depositor's hits bear a star; ? = inconclusive; nt = not tested or not shown. Unless noted, no stated cut-off is given here; in the data, active means inhibition above about 50%; inactive means the rest. Some of the compounds tested, so the mix of outcomes need not match the whole.

SMILES	UBC13 inh	Apaf1 inhib	CCR6 antag	697 NFkB inh	Gli-Sufu block	SENP8 block	Jurkat NFkB inh	EBI2 antag
COc1ccc(-c2cc(C(F)(F)F)nc(SCC(=O)Nc3cc(C)on3)n2)cc1	2	-5	-16	-16	1	-11	43	18
COc1ccc(C(=O)NC(=O)COC(=O)CCS(=O)(=O)c2ccc(C)cc2)cc1	-12	-4	3	-30	-8	1	-3	-7
O=C(CCCn1c(=S)[nH]c2ccsc2c1=O)Nc1ccc2c(c1)OCO2	?	3	13	-1	2	-15	-2	-3
O=C1[C@H]2CC3C=CC2(O3)[C@@H]2OCCCN12 (some centres undefined)	4	-10	6	24	-7	3	3	-8
O=C(CCCn1c(=S)[nH]c2ccccc2c1=O)N1CCCCC1	4	-4	-6	16	3	-4	5	-8
COc1ccc(CN2CCNC(=O)C2CC(=O)NC2CCCC2)cc1OC (centres undefined)	-7	6	3	0	0	1	16	-8
Cc1ccc(NC(=O)CN(C)C(=O)CCOc2cccc(C)c2)cc1	6	-6	8	9	-2	-1	2	-6
CCCC(C)n1[nH]c(=O)c2c(C)cc(C)nc21 (centres undefined)	2	7	-12	-15	-5	-5	4	2
Cc1ccc2c(C)c(C(=O)N3CCN(c4ccncc4)CC3)oc2c1C	26	20	2	-37	32	-5	17	2
COCC(=O)N[C@@H]1c2ccccc2CC[C@@H]1OCc1ccccc1	nt	12	13	16	-7	nt	nt	2
O=C(O)CN1C(=O)Nc2ccc(Br)cc2C1c1ccccc1 (centres undefined)	-5	3	-18	-4	-89	2	-12	-1
C#CC(=O)N(c1cc(OC)ccc1OC)C(C(=O)NC1CCCC1)c1cccs1 (centres undefined)	-3	16	12	99*	86*	-8	95*	50*
Cc1ccc(C)c(OCc2nc(-c3cccnc3)no2)c1	7	2	11	24	14	0	-2	5
Cc1cc(OCC(=O)NCCN2CCOCC2)cc(C)c1Cl	0	-5	4	5	-3	-3	0	-19
Cc1cc(C)c(S(C)(=O)=O)c(N(C)NC(=O)c2c(F)cccc2F)n1	6	9	7	9	18	2	-7	4
Cc1ccc(S(=O)(=O)/N=C(/NC(=S)Nc2ccccc2)c2ccccc2)cc1	13	-6	5	-167	-76	37	-114	33
CC1(C)CC(CC(=O)O)(c2ccccc2)CCO1 (centres undefined)	0	-2	1	6	-1	-2	0	-4
COc1ccc(NC(=O)Nc2cccc3c2O[C@H](CN(C)C(=O)NC(C)C)[C@@H](C)CN([C@H](C)CO)C3=O)cc1	-3	0	2	1	-7	-6	-1	-1
CCn1c(CNC(=O)c2ccccc2OC)nnc1SCC(=O)c1ccc(F)cc1	2	9	12	-14	17	7	18	-4
CC(C)C(c1nnnn1Cc1ccc(F)cc1)N1CCC(C(N)=O)CC1 (centres undefined)	-2	12	6	0	3	-7	8	5
CN(C)CCC(=O)N1c2ccccc2Sc2ccc(C(F)(F)F)cc21	3	2	-2	4	9	1	-18	8
COc1ccc(COC(=O)C2=C(C)NC(=O)NC2c2ccccc2)cc1 (centres undefined)	9	9	2	1	17	2	-1	-4
Cn1c(NN)nc2ccccc2c1=O	-2	-7	-5	-4	-9	5	1	-2
COc1cccc(N2[C@@H](CC(=O)O)c3ccc(/C=C/C(=O)O)cc3S2(=O)=O)c1	-8	-30	0	19	-13	-4	4	-4
CCCSCC(=O)Nc1ncc2c(n1)-c1ccccc1CC2	-5	9	-6	10	-19	-1	-4	3

The list goes on, starting with the last five of the part before.
SMILES	UBC13 inh	Apaf1 inhib	CCR6 antag	697 NFkB inh	Gli-Sufu block	SENP8 block	Jurkat NFkB inh	EBI2 antag
CN(C)CCC(=O)N1c2ccccc2Sc2ccc(C(F)(F)F)cc21	3	2	-2	4	9	1	-18	8
COc1ccc(COC(=O)C2=C(C)NC(=O)NC2c2ccccc2)cc1 (centres undefined)	9	9	2	1	17	2	-1	-4
Cn1c(NN)nc2ccccc2c1=O	-2	-7	-5	-4	-9	5	1	-2
COc1cccc(N2[C@@H](CC(=O)O)c3ccc(/C=C/C(=O)O)cc3S2(=O)=O)c1	-8	-30	0	19	-13	-4	4	-4
CCCSCC(=O)Nc1ncc2c(n1)-c1ccccc1CC2	-5	9	-6	10	-19	-1	-4	3
CCC(C)(C)NC(=O)COc1ccc(C(=O)c2ccccc2)cc1	-1	5	1	-8	-7	-8	5	-4
CCOC(=O)C1CCN(C(=O)c2cc(COc3ccc(F)cc3F)on2)CC1	-6	-11	6	-102	-42	-6	-92	2
CCCCc1ccc(NC(=O)N[C@@H](C)C(=O)O)cc1	16	-6	3	18	-5	7	-3	0
COc1cccc(C(=O)CSc2nnc(-c3cc(OC)cc(OC)c3)o2)c1	7	-28	10	15	8	5	-2	-3
Cc1cc(Br)ccc1NC(=O)CN(C)C(=O)CSC(=S)N1CCCC1	1	5	-1	1	3	-9	1	3
Cc1csc2c(N3CCN(C(=O)Nc4ccc(OC(F)(F)F)cc4)CC3)ncnc12	0	4	5	4	28	1	16	-11
CC(=O)c1ccc(N(C(=O)CNC(=O)c2ccco2)C(C(=O)NC2CCCC2)c2ccc(C)o2)cc1 (centres undefined)	0	-4	5	4	-15	-2	-2	-5
Cc1cc(C)c(C#N)c(SCC(=O)Nc2c(C)n(C)n(-c3ccccc3)c2=O)n1	-3	-4	6	18	6	-6	4	8
CC1CCCN(C(=O)c2ccc(Br)c(S(=O)(=O)N3CCOCC3)c2)C1 (centres undefined)	-4	-5	15	2	2	5	-8	-4
Cc1ccccc1S(=O)(=O)/N=C(/c1ccccc1)N(C)C	-1	-10	10	2	1	-4	8	-1
Cn1c(=O)c2c(ncn2CCC(=O)N/N=C/c2ccncc2)n(C)c1=O	-2	10	7	-17	0	4	-37	-4
COCc1cc(C)nc(OCC(=O)N/N=C/c2ccc(O)cc2O)c1C#N	-1	0	12	11	-15	4	0	2
Cc1cc(NC(=O)c2noc3c2CCc2ccccc2-3)no1	-4	15	-8	-31	-49	-28	-48	-5
COc1cccc(N2C(=O)CC(N3CCN(c4ccc([N+](=O)[O-])cc4)CC3)C2=O)c1 (centres undefined)	-13	-4	5	3	1	-4	-5	-4
COc1ccc(C2NCCc3sccc32)cc1 (centres undefined)	5	-3	6	2	-1	9	-1	-1
O=C(Cn1c(-c2ccccn2)nc2ccccc21)N/N=C/c1cccnc1	1	-9	7	12	-11	4	12	-3
Cc1cccc(N(C(=O)CS(=O)CC(=O)Nc2ccc3c(c2)OCO3)C(C)C(=O)NC2CCCC2)c1C (centres undefined)	11	-18	2	7	4	1	-4	3
COC(=O)CCc1nc2ccccc2[nH]c1=O	30	-3	3	-46	-7	3	4	-2
CCn1c(SCC(=O)Nc2ccccc2)nnc1-c1ccc(S(=O)(=O)N2CCOCC2)cc1	3	3	4	-14	9	2	5	4
Cc1cccc(NC(=O)CC(=O)Nc2cccc(C)c2)c1	2	7	4	-2	-17	-8	-9	-8
COc1ccccc1P(=O)(Cc1ccccc1)c1ccccc1 (centres undefined)	4	-3	0	14	-18	4	17	1
Cc1cc(-c2ccc(S(=O)(=O)N3CCN(c4ccccc4F)CC3)s2)on1	-3	9	20	-8	18	8	38	-13
CCOC(=O)C1=C(C)NC(C)=C(C(=O)OCC)C1C(=O)OCC(=O)NCc1ccccc1OC	6	8	12	-16	7	5	-2	6
O=C1S/C(=C/c2ccc(N3CCOCC3)o2)C(=O)N1Cc1c(F)cccc1Cl	-253	11	26	19	-1	-4	1	39
CN(CCO)c1cc(N2CCCCC2)c2nonc2c1[N+](=O)[O-]	-77	1	24	-1	-3	-7	-3	16

Next section
SMILES	UBC13 inh	Apaf1 inhib	CCR6 antag	697 NFkB inh	Gli-Sufu block	SENP8 block	Jurkat NFkB inh	EBI2 antag
O=c1c2cnn(-c3ccccc3)c2ncn1Cc1ccco1	1	5	-7	-4	1	2	0	5
COCCCn1c2nc3ccccc3nc2c2c(=O)n(CC3CCCO3)cnc21 (centres undefined)	16	2	-4	5	0	7	6	6
CCOC(=O)c1cc2c(C(F)(F)F)cc(-c3ccccc3)nc2o1	6	4	6	7	8	-4	-3	-6
COCCn1nnnc1C(c1cccc(C(F)(F)F)c1)N1CCN(Cc2ccccc2)CC1 (centres undefined)	2	2	4	-1	15	7	-4	-5
CC1CN(c2nc(Nc3ccccc3)nc(N)c2[N+](=O)[O-])CC(C)O1 (centres undefined)	-4	6	3	3	1	-5	0	4
CC(C)Oc1ccc(S(=O)(=O)N2CCOCC2)cc1NC(=O)C(C)Oc1ccc(F)cc1 (centres undefined)	1	22	10	2	10	-2	-12	21
O=c1c2ccccc2nc(SCc2cc([N+](=O)[O-])cc3c2OCOC3)n1-c1ccccc1	8	8	24	16	0	-6	11	7
Cc1ccccc1NS(=O)(=O)c1cc(C(=O)Nc2ccccc2-c2ccccc2)ccc1Cl	-15	12	3	-19	22	1	-30	26
CC/C(=N\OC(=O)c1ccc(OC(C)C)cc1)c1ccc(C)cc1	-13	33	6	-4	-2	1	-4	6
O=C(/C=C\c1ccccc1[N+](=O)[O-])Nc1ccccc1	-8	8	-4	-22	-60	2	-87	1
COc1ccc2cc(CCNC(=O)C3CC3)c(=O)[nH]c2c1	2	-20	3	11	17	-1	11	-10
CC1C(=O)Nc2ccc(S(=O)(=O)NCCc3ccc(Cl)cc3)cc2NC1=O (centres undefined)	4	14	3	10	1	3	11	1
CC(=O)C1=C(O)C(=O)N(Cc2cccnc2)C1c1ccccc1 (centres undefined)	-11	-15	7	17	6	-9	8	-4
CC1=C(C(=O)OCc2ccccc2)C(c2ccc(Cl)cc2Cl)NC(=O)N1CCCC(=O)O (centres undefined)	-16	10	-9	15	5	2	6	2
COc1ccccc1OCC(=O)NCCCn1ccnc1	9	6	3	-7	-2	1	-8	-17
O=C(CCN1CCN(CC(=O)Nc2ccccc2F)CC1)Nc1ccccc1F	3	-1	16	15	3	5	-17	-7
Cc1ccc(C)c(N2CCN(C(=O)c3ccc(CS(=O)(=O)c4ccccc4C)o3)CC2)c1	6	27	-1	-10	14	0	19	-3
CCn1cc(C(=O)NCc2ccc3c(c2)OCO3)c2cc(OC)c(OC)cc2c1=O	-2	10	-11	30	1	0	-1	4
CCOc1cc(C(c2c(C)[nH][nH]c2=O)c2c(C)[nH][nH]c2=O)ccc1OC(=O)c1cccc([N+](=O)[O-])c1	0	36	15	19	9	-2	6	12
COc1cc(NC(=O)c2ccccc2F)c(OC)cc1NC(=O)CN1CCCCC1	6	12	19	4	-3	-1	-8	16
O=C(NC(=S)Nc1ccc(Cc2ccncc2)cc1)c1ccccc1Cl	-12	3	21	24	-3	0	4	2
Cc1ccc(-c2nc(N)sc2CC(=O)OCC(=O)N2C(C)CCCC2C)cc1 (centres undefined)	-2	9	6	-7	6	0	3	4
CC(C)(C)c1nnc2sc(SCC(=O)c3ccc(Cl)cc3)nn2c1=O	0	0	30	1	5	1	-13	9
CCC1=NN(C(=O)COc2ccccc2)C(O)(c2ccncc2)C1 (centres undefined)	3	-3	12	12	-3	3	2	-14
CCn1nnc2cc(C(=O)O)ccc21	-19	-16	-3	-1	-2	-12	-7	5
CN1CCCN(S(=O)(=O)c2ccccc2)CC1	-1	-2	10	-8	-14	-7	8	-1
CCCCN1/C(=C/c2cccc[n+]2C)Sc2cc(NC(C)=O)ccc21	-14	-2	0	6	10	19	-9	-6
CCOc1cc(C)c(C(C)C)cc1S(=O)(=O)N1CCOCC1	2	7	-5	19	8	3	-5	-3
O=C1NC(Nc2nccs2)(C(F)(F)F)C(=O)N1CCc1ccccc1 (centres undefined)	-3	20	-23	-1	-17	-6	-9	-9
CSc1nc(=O)n2cccc(C)c2n1	-5	-9	-2	1	-3	6	-9	-9

Compounds listed so far that have a cyano group:
SMILES	UBC13 inh	Apaf1 inhib	CCR6 antag	697 NFkB inh	Gli-Sufu block	SENP8 block	Jurkat NFkB inh	EBI2 antag
Cc1cc(C)c(C#N)c(SCC(=O)Nc2c(C)n(C)n(-c3ccccc3)c2=O)n1	-3	-4	6	18	6	-6	4	8
COCc1cc(C)nc(OCC(=O)N/N=C/c2ccc(O)cc2O)c1C#N	-1	0	12	11	-15	4	0	2

Bioassay records: PubChem, Sanford-Burnham Center for Chemical Genomics
